# M5 antag: antagonists of human muscarinic M5 receptor (CHRM5); P08912; CHO-hM5 cells, Fluo-8 calcium fluorescence, ACh EC80; inhibition, % at 3 µM; actives 0.59% (n = 360,000);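 active = inhibition above a per-plate cutoff, the mean of that plate's test compounds plus 3 SD, cut at about 27% in these data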;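 also: 0% = acetylcholine EC80 with DMSO and 100% = DMSO without agonist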
# CHRM4 antagonist: blocks acetylcholine activation of human M4 receptor; P08173; CHO-hM4 cells, ACh EC80, Fluo-8 calcium fluorescence; inhibition, % at 3 µM; actives 0.73% (n = 360,000);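 active = inhibition above its plate's cutoff, the mean inhibition of sample wells plus 3 SD, cut at about 27% in these data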;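 also: 0% = acetylcholine EC80 with DMSO and 100% = DMSO without agonist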
# Target sequence (P08173 whole entry, looked up): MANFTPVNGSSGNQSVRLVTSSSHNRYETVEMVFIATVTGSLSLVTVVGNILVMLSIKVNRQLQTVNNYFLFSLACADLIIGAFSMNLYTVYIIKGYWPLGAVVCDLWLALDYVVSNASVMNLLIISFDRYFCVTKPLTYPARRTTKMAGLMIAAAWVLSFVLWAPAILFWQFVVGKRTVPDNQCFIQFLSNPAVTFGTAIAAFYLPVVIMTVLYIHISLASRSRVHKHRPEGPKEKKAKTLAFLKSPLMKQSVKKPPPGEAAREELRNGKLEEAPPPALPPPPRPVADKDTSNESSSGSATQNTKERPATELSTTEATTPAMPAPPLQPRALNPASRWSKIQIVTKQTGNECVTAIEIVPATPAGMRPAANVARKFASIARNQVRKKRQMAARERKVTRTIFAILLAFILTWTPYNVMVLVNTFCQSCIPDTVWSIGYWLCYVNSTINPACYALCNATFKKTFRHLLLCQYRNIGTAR
# M1 PAM: potentiates human M1 receptor response to acetylcholine; activation, % at 3 µM; AID 588819; P11229; CHO-K1 hM1, Fluo-8 calcium fluorescence, ACh EC20; 0% = ACh EC20, 100% = maximal ACh; actives 0.088% (n = 360,000); in the data active = activation above about 19%, passing the limit was not always enough
# Target sequence (P11229 whole entry, looked up): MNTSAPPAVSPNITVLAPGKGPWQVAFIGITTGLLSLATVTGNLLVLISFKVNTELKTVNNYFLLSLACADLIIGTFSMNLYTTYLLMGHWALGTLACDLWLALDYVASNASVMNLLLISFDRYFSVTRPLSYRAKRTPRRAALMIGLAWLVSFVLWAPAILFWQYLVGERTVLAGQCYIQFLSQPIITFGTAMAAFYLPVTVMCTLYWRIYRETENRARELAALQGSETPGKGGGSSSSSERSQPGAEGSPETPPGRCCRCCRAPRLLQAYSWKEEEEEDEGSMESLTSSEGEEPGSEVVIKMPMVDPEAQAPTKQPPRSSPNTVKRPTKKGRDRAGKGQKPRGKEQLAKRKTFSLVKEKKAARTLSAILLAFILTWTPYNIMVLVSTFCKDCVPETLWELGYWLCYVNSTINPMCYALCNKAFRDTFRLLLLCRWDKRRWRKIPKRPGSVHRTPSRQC
# M5 PAM: CHRM5 positive allosteric modulation; activation, % at 3 µM; P08912; actives 0.3% (n = 360,000); AID 624038; CHO-K1 hM5, Fluo-8 calcium, ACh EC20 PAM; 0% = ACh EC20, 100% = ACh EC100;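 active = activation above the run cutoff, the mean activation of all test compounds plus 3 SD, cut at about 18% in these data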
#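 System: CHO-K1 cell line with stable human muscarinic M5 receptor expression | Also added: EC20 acetylcholine as agonist stimulus | Compound: One concentration, 3 µM final (nominal) | Timing: Fluo-8 loading 80 min at 37 °C plus 30 min room temperature | Measured by: Fluo-8 calcium dye fluorescence, kinetic read | Read-out basis: % activation, ACh-normalized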
# CHRM4 PAM: potentiates acetylcholine response at human M4 receptor; P08173; CHO-K1 hM4/Gqi5, Fluo-8 calcium fluorescence, ACh EC20; 0% = ACh EC20, 100% = maximal ACh; activation, % at 3 µM; actives 0.4% (n = 360,000);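 active = activation above its plate's cutoff, the mean activation of sample wells plus 3 SD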; also: some results filed as inactive read as strong as hits
# CHRM5 agonist: agonists of human muscarinic M5 receptor (CHRM5). actives 0.19% (n = 360,000). P08912. CHO-K1 hM5 cells, Fluo-8 calcium fluorescence; 0% DMSO wells, 100% maximal acetylcholine response. activation, % at 3 µM;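 active = activation above the run's mean over test compounds plus 3 SD, cut at about 23% in these data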;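 also: signal is peak over basal fluorescence ratio across the kinetic read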
# CRFBP-R2 agonist: agonists of human CRF-binding protein/CRF-R2 receptor complex; HEK293 CRF-R2/CRF-BP, calcium dye fluorescence (FLIPR); percent of saturating CRF peptide response; activation, % at 13.2 µM; actives 0.46% (n = 350,000); AID 588473;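 active = activation of at least 50%, plus an integration ratio under a set limit after plate pattern correction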;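 also: plate controls were neutral control wells without compound for no effect and CRF at EC100 for full effect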
# CHRM1 antagonist: human CHRM1 antagonism. inhibition, % at 3 µM. actives 1.3% (n = 360,000). CHO-K1 hM1, Fluo-8 calcium fluorescence, ACh EC80 antagonist. AID 588852;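 active = percent inhibition above its own plate's cutoff, namely the mean of that plate's compound wells plus 3 SD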;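 also: peak over basal fluorescence ratio during 140 s after agonist addition; 0% = ACh EC80 plus DMSO and 100% = DMSO alone without agonist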
# CHRM4 agonist: agonists of human muscarinic M4 receptor (CHRM4); actives 0.14% (n = 360,000); activation, % at 3 µM; CHO-K1 hM4/Gqi5, Fluo-8 calcium fluorescence; vehicle 0%, full acetylcholine response 100%; AID 624127;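 active = activation above the run mean over all test wells plus 3 SD, cut at about 32% in these data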;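 also: peak over basal fluorescence ratio per well then scaled between controls; 0% = DMSO wells and 100% = acetylcholine at EC100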
# * = called active by the depositor; / = no result given. Rows are unselected (roughly 2.8% active in at least one column).
SMILES,M5 antag,CHRM4 antagonist,M1 PAM,M5 PAM,CHRM4 PAM,CHRM5 agonist,CRFBP-R2 agonist,CHRM1 antagonist,CHRM4 agonist
COc1ccc(Br)cc1CNCCSc1nnnn1C,14,-1,-9,-8,3,-6,-1.2,6,1
O=C(COC(=O)c1cc(=O)[nH]c2ccccc12)NCc1ccc(F)cc1,5,-1,10,-3,6,1,-2.4,-5,4
COc1ccccc1NC(=O)Cc1nnc(SCC(=O)NC2CCCC2)n1C,23,15,-2,-7,-2,-2,-0.1,-2,2
COC(=O)c1ccccc1NCc1cc(=O)oc2cc(O)c(O)cc12,12,-8,-6,-10,-1,-1,0.7,8,12
CC[C@@]1(C(=O)OC)N[C@H](CN(C)C(=O)c2ccc(F)cc2)[C@@H]2C(=O)N(C)C(=O)[C@@H]21,-8,-2,2,4,-2,-1,-0.7,-5,-1
COc1ccc(N2CCN(C(=O)CSc3nc4c(c(=O)n(C)c(=O)n4C)n3C(C)C)CC2)cc1,4,7,-2,-5,-6,-1,0.9,1,0
CCOC(=O)C1=C(COC(=O)c2cccc(NC(C)=O)c2)NC(=O)NC1C (centres undefined),4,-3,-5,-3,-2,3,0.5,10,9
COc1ccccc1N1CCN(S(=O)(=O)c2ccccc2F)CC1,2,-5,3,-7,1,1,-0.4,-5,3
O=C(CC(=O)Nc1ccccc1C(F)(F)F)Nc1ccccc1C(F)(F)F,7,-4,15,-5,-3,-5,-5.0,-18,1
CCSc1nnc(NC(=O)C2CCN(S(=O)(=O)c3cc(C(F)(F)F)ccc3Cl)CC2)s1,-4,-10,0,-2,-3,-1,0.4,9,0
O=C(CCCSc1nc2ccccc2[nH]1)NC1=NCCS1,2,1,-1,-5,0,0,-1.3,5,3
CCCCCCCCCCCCOC1OC(CO)C(O)C(O)C1NC(C)=O (centres undefined),-3,-1,11,-1,2,0,3.2,-6,0
N#Cc1ccccc1COC(=O)c1ccc(Br)o1,14,7,2,0,-6,-4,-2.9,6,0
COC(=O)C1C(c2ccccc2)C=CC(c2ccccc2)C1C(=O)O (centres undefined),6,-2,-3,-4,-8,2,0.0,10,0
CCc1c(C(=O)NN2C(=O)C3CCCCC3C2=O)csc1C (centres undefined),-2,2,-4,1,5,-3,-0.1,6,1
CCOC(=O)c1c(S(=O)(=O)NCC2CCN(Cc3cccc(F)c3)CC2)c(C)n(C)c1C,-9,6,-5,4,-1,-10,-2.2,3,0
CCC(c1nnc(SCC(=O)Nc2ccc(C(C)=O)cc2)n1C1CCCCC1)N(C)C (centres undefined),2,8,4,-2,-1,-3,-0.9,-6,1
Cc1ccc(OCc2nc3ccccc3n2C(C)C(=O)Nc2c(C)cccc2C)cc1 (centres undefined),-5,-14,/,-7,7,-5,/,/,2
Cc1ccccc1N1CCN(Cc2nc(Cc3ccccc3)no2)CC1,-3,0,-2,1,-7,-4,-0.1,3,0
Cc1cc(CN(C)Cc2ccc(OCC(O)CN(C)Cc3ccccc3)cc2)on1 (centres undefined),-7,-7,6,-6,-3,0,-0.8,-9,2
CCC(C)NC(=O)C1CCCN(C(=O)Nc2ccc(F)cc2)C1 (centres undefined),-2,5,5,4,3,-1,4.8,0,0
CN(C)c1ccc(/C=C/C(=O)c2cc(Cl)ccc2O)cc1,7,9,4,-2,-8,-2,7.1,7,6
O=C1Nc2ccccc2C(O)(C(=O)NCc2ccc3c(c2)OCO3)N1c1ccc(Cl)c(Cl)c1 (centres undefined),-2,11,5,2,10,0,4.2,-4,1
CCC(=O)c1cn(CC(=O)O)c2ccccc12,7,-10,15,-1,-2,-1,0.9,-3,1
COc1ccc(N2CCN(C(=O)CCn3nnc4ccccc43)CC2)cc1,-7,-1,7,10,0,-8,-0.3,-8,1
COc1cc(OC)cc(C2=Cc3ccccc3C(CC(=O)c3ccco3)N2c2ccc(-c3cncnc3)cc2)c1 (centres undefined),2,-5,/,0,6,0,/,/,2
COc1ccc(NC(=O)C(Sc2ccccc2)c2ccccc2)c(OC)c1 (centres undefined),-7,-15,8,2,12,-3,2.4,-9,-2
CCOc1cc(C(=O)Nc2ncccn2)cc(OCC)c1OCC,4,-14,5,-6,7,-2,0.0,-27,1
C/C(=N\N1CCN(C)CC1)c1ccc(Cl)c(Cl)c1,-4,0,13,2,3,3,0.4,-15,2
COC(=O)NC(C)N1C(=O)C2C3C=CC(C3)C2C1=O (centres undefined),6,-3,5,5,2,-1,-0.4,-4,1
CCCCNC(=O)CCn1c(=O)c2ccccc2n(Cc2ccc(F)cc2)c1=O,10,4,1,-10,5,-1,0.2,7,1
C#CCOCCOCCOCCNc1nc(N2CCN(C(=O)[C@H](C(C)C)n3cc(CCO)nn3)CC2)nc(N2CCN(C(=O)[C@H](C(C)C)n3cc(CCO)nn3)CC2)n1,12,-5,5,0,-1,1,-0.9,-9,3
COc1ccc(-c2csc(NC(=O)C(CC(=O)O)N3CCOCC3)n2)cc1 (centres undefined),0,-11,17,3,0,5,1.0,-22,0
Cc1oc(-c2ccc(Cl)cc2)nc1CSCC(=O)NC1CCN(Cc2ccccc2)CC1,13,7,-11,-9,-11,-5,0.8,24,8
CCOC(=O)c1ccc(N(CC2CO2)S(=O)(=O)c2ccc(C)cc2)cc1 (centres undefined),6,10,-1,-1,-4,7,3.5,-7,3
CCC(C)C(=O)N1CCc2cc(-c3csc(N)n3)ccc21 (centres undefined),10,-6,13,-1,13,1,0.3,-26,0
COc1ccc(Cl)cc1NC(=O)Nc1cc(C)on1,6,-3,0,-2,10,-1,4.6,-8,3
O=c1[nH]c2ccc(S(=O)(=O)Nc3ccccc3O)cc2[nH]1,8,-4,8,3,-3,6,3.1,-11,2
Cc1ccc(S(=O)(=O)N2CCC(C(=O)OCC(=O)N(CC(C)C)C3CCS(=O)(=O)C3)CC2)cc1C (centres undefined),6,5,1,-1,7,-2,-0.3,-18,0
CC1(c2ccccc2)NC(=O)N(CC(=O)Nc2cccc(C#N)c2)C1=O (centres undefined),-6,1,7,8,-3,-6,-0.2,-4,1
CC(C)(SC(=S)N1CCCCCC1)C(=O)O,1,0,10,-5,2,0,-2.2,-3,0
NC(=O)CSc1nnc(-c2ccc(S(=O)(=O)N3CCOCC3)cc2)n1Cc1ccccc1,6,8,1,-11,7,-4,-0.4,-2,0
C/C(=N/NS(=O)(=O)c1ccc(C)cc1)[C@H]1C[C@@H]1c1ccccc1,7,3,5,2,-9,-6,-1.6,-1,-1
CCOc1ccc(Nc2nc(N3CCOCC3)nc(N3CCOCC3)n2)cc1,0,-2,9,2,4,3,-0.8,-21,0
CCOC(=O)Cn1cnc([N+](=O)[O-])n1,-6,4,8,8,2,-3,-1.1,-13,1
CCOC(=O)c1cc(Br)c(=O)n2ccccc12,5,-1,8,1,7,0,-8.2,-11,0
O=C(CSc1nc(O)cc(=O)n1-c1ccccc1)Nc1ccccn1,5,-8,5,6,2,2,1.0,1,1
Cc1ccc(NC(=O)CCNS(=O)(=O)c2ccc3[nH]c(=O)oc3c2)c(Cl)c1,-11,-2,4,-1,4,-6,0.6,-11,1
O=C(CCNC(=O)c1ccc(Cl)cc1)Nc1ccc(Cl)cc1F,10,-3,4,2,11,-3,-1.8,3,2
O=[N+]([O-])c1cc(/C=N/Nc2nc(N3CCOCC3)nc(N3CCOCC3)n2)ccc1Cl,1,1,1,-4,7,-2,-0.7,-1,0
# Carrying on:
SMILES,M5 antag,CHRM4 antagonist,M1 PAM,M5 PAM,CHRM4 PAM,CHRM5 agonist,CRFBP-R2 agonist,CHRM1 antagonist,CHRM4 agonist
CCc1nc2c(OCc3ccc(C(F)(F)F)cc3)cccn2c1N(C)C(=O)c1ccncc1,3,-7,8,-5,4,-2,/,-13,2
O=[N+]([O-])c1cccc(-c2nc(-c3ccccc3)no2)c1,2,6,7,-1,-3,-2,-1.4,-9,0
C=CCOc1c(Br)cc(/C=C2/C(=O)ON=C2C)cc1OC,-4,-11,9,10,-1,-7,-1.6,-21,0
CC(C)N(C1=N/C(=C\c2ccco2)C(=O)N1c1ccccc1)C(C)C,-2,9,7,1,-1,-2,6.0,-5,0
COc1cc(OC)c(NS(=O)(=O)c2c(C)[nH]c(=O)[nH]c2=O)cc1Cl,13,5,-6,-1,3,-3,0.1,11,0
CCc1cccc(C)c1NC(=S)NCC(c1cccnc1)N(C)C (centres undefined),9,-3,0,-3,-1,-3,-0.4,-1,0
CCOc1ccc2c(C)c(C)c(=O)oc2c1OCC,8,-7,-3,-5,9,0,1.4,1,-1
CCN(CC)C(=O)CSc1ncnc2sccc12,9,-13,3,-6,10,-7,-0.7,-4,2
Cc1cccc(OC(=O)Nc2ccc(C(=O)O)c(O)c2)c1,-1,-11,-3,-2,-3,1,-0.3,7,1
O=C1[C@H]2[C@@H](c3ccc(C(F)(F)F)cc3)N[C@]3(CCCN(Cc4ccc(F)cc4)C3=O)[C@H]2C(=O)N1Cc1ccccc1,11,-10,-10,-4,-1,0,0.5,11,3
CN(Cc1ccccc1)C(=O)c1ccccc1N(C)S(=O)(=O)c1ccccc1,6,-9,11,-4,5,-7,-1.2,-7,6
COc1ccc(S(=O)(=O)N2CC3C4C=CC(C4)C3C2)cc1 (centres undefined),10,-3,0,-5,5,0,-0.9,0,0
NS(=O)(=O)c1ccc(CNC(=O)CCC2CCCCC2)cc1,2,2,-6,-28,-9,-6,-0.9,14,7
CCN(CC(=O)NCc1cccs1)C(=O)/C=C/c1cccc(OC)c1OC,-2,3,1,7,-2,0,0.6,7,1
Cc1noc(C)c1S(=O)(=O)N1CCC(C(=O)N2CCC(C)CC2)CC1,-2,-7,11,5,4,-2,-0.6,-6,1
Cc1ccc(N2CC(O)CSC2=Nc2ccccc2)cc1 (centres undefined),0,7,-6,-1,-9,-1,-0.9,-1,-1
CC(=O)c1ccc(OCC(C)C)c(CN2CCCCC2)c1,-12,-17,-2,1,-2,-8,4.4,-17,2
COc1ccc(CCNc2c3ccccc3nc3ccccc23)cc1OC,6,7,11,-2,-7,-3,0.7,-2,3
Cc1ccc(NS(=O)(=O)c2ccc(C(=O)N3CCCCCCC3)cc2)cc1,23,4,4,-4,6,8,9.5,-6,11
Cc1nn(C(C)(C)C)c(C)c1/C=N/OC(=O)Nc1ccc(Cl)c(Cl)c1,0,13,9,4,-6,7,2.0,-5,3

# Fetched by structure from above, three records:
SMILES,M5 antag,CHRM4 antagonist,M1 PAM,M5 PAM,CHRM4 PAM,CHRM5 agonist,CRFBP-R2 agonist,CHRM1 antagonist,CHRM4 agonist
CCN(CC(=O)NCc1cccs1)C(=O)/C=C/c1cccc(OC)c1OC,-2,3,1,7,-2,0,0.6,7,1
Cc1nn(C(C)(C)C)c(C)c1/C=N/OC(=O)Nc1ccc(Cl)c(Cl)c1,0,13,9,4,-6,7,2.0,-5,3
Cc1ccc(NS(=O)(=O)c2ccc(C(=O)N3CCCCCCC3)cc2)cc1,23,4,4,-4,6,8,9.5,-6,11

# Continued.
SMILES,M5 antag,CHRM4 antagonist,M1 PAM,M5 PAM,CHRM4 PAM,CHRM5 agonist,CRFBP-R2 agonist,CHRM1 antagonist,CHRM4 agonist
COc1ccc(NC(=O)C2CC3C=CC2C3)c([N+](=O)[O-])c1 (centres undefined),-6,-10,14,7,0,3,-1.8,-18,1
O=C(Nc1ccc(NC(=O)c2ccco2)nc1)c1cccc(F)c1,9,-5,9,-1,-3,-1,0.8,-11,5
COc1nc(-c2ccccc2)c2cc(C)ccc2n1,-7,-2,5,15,0,2,-0.3,-12,-1
Cc1ccsc1CNn1cnnc1SCc1ccccc1F,-1,12,7,-2,-8,-3,-1.2,-10,0
